Assay outcomes: PubChem, several laboratories
PLAP act: PLAP enzyme activators, biochemical, luminescence, HTS | Alkaline phosphatase, placental type (Homo sapiens), P05187 | purified PLAP enzyme, luminescent substrate read-out; hits give high values | activation fold at 20 µM | 1.2% of 96,000 active | AID 696, 2007; in the data active = activation fold above about 2
S1P2 blocker: human S1P2 receptor antagonists, primary screen, cell-based; Sphingosine 1-phosphate receptor 2 (Homo sapiens), O95136; cell-based S1P2 antagonist assay, inhibition at 5 uM; inhibition, % at 5 µM; 0.21% of 97,000 active; AID 736, 2007; in the data active = inhibition above about 45%;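 also: CRE beta-lactamase reporter cells expressing human S1P2 stimulated with S1P; 0% = agonist at EC80 alone and 100% = agonist plus reference antagonist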
Target sequence (O95136 whole entry, looked up): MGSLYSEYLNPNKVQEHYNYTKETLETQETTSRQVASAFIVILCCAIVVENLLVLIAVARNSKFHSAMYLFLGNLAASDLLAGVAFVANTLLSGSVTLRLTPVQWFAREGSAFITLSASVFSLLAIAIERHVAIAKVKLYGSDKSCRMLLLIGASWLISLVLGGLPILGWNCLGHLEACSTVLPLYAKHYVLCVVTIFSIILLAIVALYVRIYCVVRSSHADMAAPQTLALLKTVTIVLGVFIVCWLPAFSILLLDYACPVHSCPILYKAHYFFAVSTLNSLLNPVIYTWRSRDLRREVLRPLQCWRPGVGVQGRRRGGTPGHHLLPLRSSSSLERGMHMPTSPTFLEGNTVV
S1P2 agonist: S1P2 receptor agonists, primary screen, cell-based; Sphingosine 1-phosphate receptor 2 (Homo sapiens), O95136; S1P2-expressing cell line, agonist reporter read-out; activation, % at 4.5 µM; 0.46% of 97,000 active; in the data active = activation above about 16%;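 also: 0% = vehicle low control and 100% = maximal reference agonist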
Plk1 PBD FP: Plk1 polo box domain binding inhibitors, primary screen, biochemical, fluorescence polarization. Serine/threonine-protein kinase PLK1 (Homo sapiens), P53350. Plk1 PBD phosphopeptide binding. inhibition, %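 (tested at about 20 µM)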. 0.13% of 97,000 active; in the data active = inhibition above about 34%, passing the limit was not always enough
Target sequence (P53350 whole entry, looked up, the tested form may be a part): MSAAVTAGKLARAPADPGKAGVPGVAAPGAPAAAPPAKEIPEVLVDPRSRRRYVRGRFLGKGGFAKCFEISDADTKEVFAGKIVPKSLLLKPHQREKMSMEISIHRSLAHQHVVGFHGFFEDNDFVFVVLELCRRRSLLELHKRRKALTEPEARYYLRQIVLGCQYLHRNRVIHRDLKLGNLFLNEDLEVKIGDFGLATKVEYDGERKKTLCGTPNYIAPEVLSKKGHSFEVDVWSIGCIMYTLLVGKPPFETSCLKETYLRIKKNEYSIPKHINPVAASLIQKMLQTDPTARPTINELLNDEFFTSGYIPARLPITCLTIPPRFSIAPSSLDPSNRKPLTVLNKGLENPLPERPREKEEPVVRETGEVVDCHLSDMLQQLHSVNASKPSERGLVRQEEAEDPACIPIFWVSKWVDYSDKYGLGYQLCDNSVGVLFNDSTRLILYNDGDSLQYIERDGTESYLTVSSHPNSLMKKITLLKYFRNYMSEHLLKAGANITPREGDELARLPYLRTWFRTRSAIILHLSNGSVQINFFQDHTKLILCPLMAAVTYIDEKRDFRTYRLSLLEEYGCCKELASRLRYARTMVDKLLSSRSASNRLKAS
EphB4 antag: EphB4-ephrin-B2 interaction antagonists, primary screen, biochemical, TNYL-RAW peptide probe, fluorescence polarization; Ephrin type-B receptor 4 (Homo sapiens), P54760; AID 720, 2007; 0.15% of 97,000 active; inhibition, % at 7 µM; EphB4 LBD / TNYL-RAW-Alexa532 peptide;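 active = inhibition above the screen-wide mean inhibition plus 3 SD, cut at about 15% in these data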;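 also: 0% = DMSO wells and 100% = excess unlabeled TNYL-RAW peptide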
Rev-RRE block: HIV-1 Rev-RRE binding inhibitors, primary screen, biochemical, FRET, protein-RNA interaction; Rev peptide-RRE RNA binding; P05866; inhibition, % at 8 µM; 0.79% of 97,000 active; AID 704, 2007;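 active = inhibition above the screen-wide mean plus 3 SD, cut at about 35% in these data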;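 also: 0% = median DMSO wells and 100% = median Neomycin B control wells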
Target sequence (P05866 whole entry, looked up): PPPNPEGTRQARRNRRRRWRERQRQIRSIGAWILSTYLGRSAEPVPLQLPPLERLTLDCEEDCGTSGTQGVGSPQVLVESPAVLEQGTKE
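Assay system: labelled RRE RNA duplex and labelled Rev peptide / Medium: HEPES pH 7.5 salt buffer with EDTA / Reagent: labelled Rev peptide / Schedule: 5 + 15 min at 25 °C / Signal: FRET, excitation 480 nm, emission 540 nm donor and 671 nm acceptor / Benchmarks: DMSO and neomycin B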
MT1-MMP txn act: MT1-MMP promoter reporter activation – cell-based, luciferase luminescence, primary screen | HT1080 MT1-MMP promoter luciferase reporter, overnight; hits give high values | activation factor at 10 µM | 0.16% of 86,000 active;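 active = activation factor of at least 2 for MT1-MMP transcription at 10 µM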
FAK inh: FAK kinase inhibitors, primary screen, biochemical | biochemical FAK kinase activity assay | inhibition, %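 (tested at 7 µM)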 | 0.84% of 97,000 active | AID 727, 2007; in the data active = inhibition above about 19%;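 also: 0% = DMSO and 100% = reference compound high control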
PLK1 kinase inh: human PLK1 kinase inhibitors, primary screen, biochemical, TR-FRET; Serine/threonine-protein kinase PLK1 (Homo sapiens), P53350; recombinant PLK1 kinase, TR-FRET peptide phosphorylation; inhibition, % at 10 µM; 0.53% of 97,000 active; AID 619, 2007;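 active = inhibition of 50% or more in the single-concentration screen; inactive = inhibition below 50%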;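 also: 0% = DMSO max control and 100% = H-89 dihydrochloride min control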
* marks the source's active call; other numbers are inactive results; x = no result given. Rows were taken by chance. Share with any hit: about 3.9%.

SMILES | PLAP act | S1P2 blocker | S1P2 agonist | Plk1 PBD FP | EphB4 antag | Rev-RRE block | MT1-MMP txn act | FAK inh | PLK1 kinase inh
COc1ccc(/C=C2\CN(Cc3ccccc3)C/C(=C\c3ccc(OC)cc3OC)C2=O)c(OC)c1 | 1.1 | 30 | -5 | 13 | -3 | 2 | x | 2 | -23
CCS(=O)(=O)Nc1ccc(Cc2ccncc2)cc1 | 0.9 | 15 | -5 | -24 | 11 | 4 | 1.2 | 1 | -10
CCC(C)NCCOCCOc1ccc(C)cc1Br (stereo unspecified) | 1 | -4 | 1 | -18 | -3 | -4 | x | 0 | -4
CCc1c(C)nc(N)nc1OCC(F)(F)C(F)F | 1 | 20 | -1 | -16 | 6 | 9 | 1.1 | -2 | -5
COc1ccc(OC)c(NC(=O)c2[nH]c(C)c(C(C)=O)c2C)c1 | 1 | 0 | -3 | 2 | -1 | 4 | 1.5 | -3 | -12
O=C(CSc1nncs1)Nc1ccc2c(c1)OCCO2 | 1 | -16 | -3 | 3 | -34 | 7 | x | 3 | -3
Cc1ccc(S(=O)(=O)/N=C(\CSC(N)=O)Nc2ccccc2)cc1 | 0.9 | -38 | -3 | 13 | -2 | 0 | 1.1 | -1 | -9
CCOC(=O)c1c(C)sc2c1N(C(C)=O)c1cc(Cl)ccc1S2 | 1.1 | -16 | -5 | -4 | 4 | -3 | 1 | -5 | -2
O=C(Nc1cccc(-c2nc3ccccc3s2)c1)c1ccc2c(c1)OCO2 | 0.9 | 0 | -3 | -13 | -7 | -6 | x | -16 | -18
OC(CCCCN1CCCCC1)c1ccccc1 (stereo unspecified) | 0.9 | 11 | -3 | 6 | 2 | 9 | 1 | -3 | -14
Cc1ccc(-c2nn3c(C)nnc3c3ccccc23)cc1S(=O)(=O)N(C)CCO | 1.2 | -10 | -1 | 19 | -4 | 3 | 1.1 | -2 | 15
CCCCN1C(=O)C(NC(C)=O)c2ccccc21 (stereo unspecified) | 1.1 | 16 | -6 | 1 | 1 | 7 | x | 5 | -6
CC(C)(C)n1nnnc1C(c1ccc(F)cc1)N(Cc1ccc(F)cc1)Cc1ccco1 (stereo unspecified) | 1.1 | -4 | -1 | -11 | -3 | 6 | 1.1 | -4 | -5
Cc1onc(-c2ccccc2)c1C(=O)NC(C)C | 1 | 4 | -1 | -6 | -4 | 7 | 1 | 4 | 78*
Cc1ccc(Nc2nc(N)nc(CSC(=S)N3CCOCC3)n2)cc1 | 1 | 3 | -1 | -41 | 5 | 4 | x | 5 | -7
CCOC(=O)c1ccc2c(c1)N(Cc1ccccc1C)C(=O)c1ccccc1S2=O (stereo unspecified) | x | -10 | -7 | -7 | -11 | -1 | 1.2 | -2 | -5
O=C(Cn1nnc2ccccc2c1=O)NCc1ccco1 | 1.2 | -7 | -8 | 10 | -9 | -15 | 1.4 | -3 | -2
Clc1ccsc1-c1ccc2ccccc2n1 | 0.9 | -20 | -6 | 7 | 2 | 9 | 1.8 | -2 | -6
C=CCNc1nc(-c2ccc(O)c(C(N)=O)c2)cs1 | 1.2 | -30 | -1 | 24 | 12 | 5 | 1.6 | 2 | 6
Cc1cc(C)cc(CC2CC(=O)N(c3nc(C)cc(C)n3)C2=O)c1 (stereo unspecified) | x | 16 | -5 | -13 | 8 | 8 | x | -3 | -6
O=C(Nc1ccc(O)cc1)C1CCCO1 (stereo unspecified) | 0.8 | -18 | -6 | 26 | 1 | 2 | 1 | 1 | -3
CNc1nc(NC)nc(-n2c(C(F)(F)F)nc3ccccc32)n1 | 0.9 | -30 | 3 | -8 | -3 | 1 | 1.1 | 14 | -8
CCOC(=O)N1CCC(NC(=O)C2CCN(S(=O)(=O)N3CCCC3)CC2)CC1 | 1.1 | 4 | -3 | 5 | -4 | -4 | 1.1 | -5 | 1
N#C/C(=C(/O)COC(=O)CCCNC(=O)c1ccc(Cl)cc1)c1nc2ccccc2[nH]1 | 1.6 | -1 | -5 | -8 | -6 | 17 | 1.1 | -1 | -6
Cc1ccc(Cl)cc1N1CCN(S(=O)(=O)c2ccc3c(c2)OCCO3)CC1 | 0.9 | 10 | -2 | -13 | 8 | 7 | 1.1 | -2 | -4
CN(C)S(=O)(=O)N1CCC(CCCC2CCN(S(=O)(=O)N(C)C)CC2)CC1 | 1.2 | -17 | -1 | -2 | -5 | 8 | x | 2 | -5
Cc1cccc(Nc2ccccc2C(=O)OCC(=O)NCc2ccco2)c1C | 1.2 | -5 | -9 | -17 | 5 | 5 | x | 6 | -4
COc1ccc2c(C)c(Cl)c(=O)oc2c1 | 1.1 | -11 | -3 | 25 | -12 | 3 | 0.9 | -3 | -3
O=[N+]([O-])c1nn(-c2ccc3c(c2)OCCO3)n(O)c1=Nc1ccc(Cl)cc1 | 0.8 | 13 | -6 | 9 | 13 | 10 | x | 3 | -6
O=c1[nH]c2cc(Cl)ccc2n(CCNc2ncc(C(F)(F)F)cc2Cl)c1=O | 0.9 | 2 | -6 | -9 | -7 | 7 | x | -2 | -10
c1ccc(Sc2ncnc3c2oc2ccccc23)cc1 | 1 | -5 | -1 | -14 | 2 | 2 | 1.8 | 5 | -14
CCCNc1nc(Nc2ccc(C)cc2)nc(N2CCCC2)n1 | 1 | -4 | -4 | -3 | 1 | 15 | 1 | 1 | -12
CCC1CCCCN1C(=O)CSc1nnc(CNC(=O)c2ccco2)o1 (stereo unspecified) | 0.8 | -2 | 0 | 4 | 4 | -1 | x | 0 | -9
CCOC(=O)c1nn(-c2ccccc2F)c(C)c1C(C)=O | 1 | 10 | -7 | 0 | -6 | 1 | x | -4 | -8
COc1ccc(Nc2nc(C(=O)NCCCN3CCOCC3)cs2)cc1 | 1.5 | -4 | -6 | 12 | 1 | 1 | 1.2 | 2 | -7
Cc1ccc(NC(=O)Cc2nn(C)c(=O)c3ccccc23)cc1F | 1 | 67* | -3 | -15 | -6 | 4 | x | 3 | -29
CCCn1nc(C(=O)N2CC(=O)Nc3ccccc32)c2ccccc2c1=O | x | 14 | -7 | 8 | -6 | 2 | 1.2 | 7 | 14
CC(=O)c1ccccc1OC(=O)c1ccco1 | 1 | 15 | -8 | 12 | -3 | 8 | 1.3 | 0 | -1
N#Cc1nc(COc2ccccc2F)oc1NCc1ccc(F)cc1 | 0.9 | -2 | -3 | -1 | 6 | 15 | 1.1 | 0 | 1
CCOC(=O)c1c(-c2ccc(C)cc2)csc1NC(=S)NC(=O)c1ccccc1 | 1.3 | -6 | -2 | 1 | -3 | -1 | x | 1 | -8

Entries of single compounds, quoted from the list. Values in the order: PLAP act, S1P2 blocker, S1P2 agonist, Plk1 PBD FP, EphB4 antag, Rev-RRE block, MT1-MMP txn act, FAK inh, PLK1 kinase inh
Shown for CCC(C)NCCOCCOc1ccc(C)cc1Br (stereo unspecified) → 1, -4, 1, -18, -3, -4, x, 0, -4
Shown for CCCCN1C(=O)C(NC(C)=O)c2ccccc21 (stereo unspecified) → 1.1, 16, -6, 1, 1, 7, x, 5, -6
Shown for O=C(Nc1ccc(O)cc1)C1CCCO1 (stereo unspecified) → 0.8, -18, -6, 26, 1, 2, 1, 1, -3
Shown for CNc1nc(NC)nc(-n2c(C(F)(F)F)nc3ccccc32)n1 → 0.9, -30, 3, -8, -3, 1, 1.1, 14, -8
Shown for c1ccc(Sc2ncnc3c2oc2ccccc23)cc1 → 1, -5, -1, -14, 2, 2, 1.8, 5, -14

Continuation.
SMILES | PLAP act | S1P2 blocker | S1P2 agonist | Plk1 PBD FP | EphB4 antag | Rev-RRE block | MT1-MMP txn act | FAK inh | PLK1 kinase inh
O=C(O)[C@@H]1CCCN1c1ncnc2sc3c(c12)CCC3 | 1.1 | -17 | 0 | 8 | 0 | 0 | 1.2 | -5 | -3
CC(=O)Nc1cnc2ccccc2n1 | 0.8 | 7 | -4 | 1 | 3 | 8 | 1.2 | 4 | -5
Cc1noc(/C=C/N(C)C)c1S(=O)(=O)N1CCCC(C(=O)NC2CCCCC2)C1 (stereo unspecified) | 1.4 | 2 | -1 | 18 | 3 | 3 | 1.3 | 4 | -11
COc1cccc(-n2nnc3c(=O)n(Cc4ccc(Br)cc4)cnc32)c1 | 1.1 | 21 | -4 | 24 | 1 | 12 | 1.3 | 17 | -9
CCn1c2ccccc2c2nc3cc(S(=O)(=O)N4CCOCC4)ccc3nc21 | 1.4 | -32 | 31* | 14 | 1 | 9 | 0.9 | -2 | 6
CCN(CC)C(=O)C(=O)c1cccn1-c1ccccc1C#N | 0.9 | -9 | 2 | -13 | 8 | 9 | 1 | 1 | -6
CCc1ccc(C(=O)Cn2ncc(Cl)c(Cl)c2=O)cc1 | 1 | 37 | -7 | -15 | -4 | -1 | 1.1 | 5 | -9
O=C(O)c1nc(N2CCOCC2)nc(N2CCOCC2)n1 | x | -8 | -2 | 1 | 5 | 2 | 1.3 | 1 | -8
Cc1ccc(NC(=O)COn2nnc3ccc(S(=O)(=O)N(C)C)cc32)cc1F | 1.4 | -35 | -1 | -5 | 4 | 8 | x | 1 | 1
Cc1ccc(C(=O)N(c2ccccn2)C(C)c2ccco2)cc1 (stereo unspecified) | 1 | 29 | 0 | -1 | 4 | 6 | 1.2 | 5 | -7
CCOC(=O)N1CCN(c2ccc(C(=O)CC)cc2F)CC1 | 1.1 | -2 | 0 | -29 | -6 | 4 | 1.1 | -3 | -4
O=C1/C(=C\Nc2ccc(Cl)cc2)CCN1c1ncccn1 | 0.9 | 5 | -8 | -26 | -11 | 5 | x | -8 | -2
CCOc1ccc(-n2nc3c(-n4ncc(C#N)c4N)nnc(C)c3c2C)cc1 | x | -32 | -3 | -18 | -3 | 4 | 1.1 | 0 | -10
O=C(C1CCCN(S(=O)(=O)c2cccc3cccnc23)C1)N1CCN(c2ccc(F)cc2)CC1 (stereo unspecified) | 1.6 | 16 | -6 | 11 | -11 | 4 | 1.1 | -3 | 15
Cc1oc(-c2ccc(F)cc2)cc1-c1nn2c(-c3ccco3)nnc2s1 | x | 20 | -4 | -36 | 3 | 10 | 1.1 | 7 | -10
CCCC(=O)N1CCN(c2ccc(NC(=O)c3ccco3)cc2)CC1 | 1 | 22 | -5 | 11 | 2 | 5 | 1.3 | 6 | -15
COCCCNC(=O)c1ccc(Cn2c(=O)c3ccccc3n(Cc3ccc(C)cc3)c2=O)cc1 | 0.9 | 6 | -4 | -28 | 0 | 4 | 1.1 | 0 | -1
O=C(CCNC(=O)c1ccccc1Cl)Nc1ccc2c(c1)OCO2 | 1.2 | -1 | -1 | -16 | 2 | 4 | x | -2 | -9
COc1ccccc1CNC(=O)c1ccc(S(=O)(=O)N2CCCC2)cc1 | 1 | 2 | -6 | -13 | -4 | 1 | 1 | -3 | -6
CCOC(=O)C1CCCN(C(=O)c2cc3c(=O)n4cccc(C)c4nc3n2C)C1 (stereo unspecified) | x | -17 | -2 | 6 | 1 | 0 | 1 | 4 | -7
Cn1c(=O)c2c(nc(CN3CCN(C(=O)c4ccco4)CC3)n2CCc2ccccc2)n(C)c1=O | 1.4 | 10 | -7 | -12 | 6 | 3 | 1.2 | -6 | 4
O=C(NCCCN1CCCC1=O)Nc1ccc(F)c(Cl)c1 | 1.1 | -9 | -4 | -4 | -7 | -3 | 1.3 | 0 | -16
COc1cccc(OCCCOc2ccc([N+](=O)[O-])cc2Cl)c1 | 0.8 | -7 | -1 | -9 | -9 | 9 | x | 0 | -9
CCOc1ccccc1-n1c(COc2ccc(C)cc2)nnc1SCC(N)=O | 1.6 | 15 | -2 | -7 | -6 | 4 | 1 | 1 | -14
